High-throughput results as filed in PubChem.
PPARg SRC3 recr = agonists of human PPARgamma SRC-3 coactivator recruitment. P37231. biochemical PPARgamma/SRC-3 coactivator recruitment assay. activation, % at 8 µM. actives 0.26% (n = 200,000). AID 731; in the data active means activation above about 23%;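 further: 0% = DMSO and 100% = reference agonist; some compounds past the cut are filed as inactive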
Target sequence (P37231 whole entry, looked up): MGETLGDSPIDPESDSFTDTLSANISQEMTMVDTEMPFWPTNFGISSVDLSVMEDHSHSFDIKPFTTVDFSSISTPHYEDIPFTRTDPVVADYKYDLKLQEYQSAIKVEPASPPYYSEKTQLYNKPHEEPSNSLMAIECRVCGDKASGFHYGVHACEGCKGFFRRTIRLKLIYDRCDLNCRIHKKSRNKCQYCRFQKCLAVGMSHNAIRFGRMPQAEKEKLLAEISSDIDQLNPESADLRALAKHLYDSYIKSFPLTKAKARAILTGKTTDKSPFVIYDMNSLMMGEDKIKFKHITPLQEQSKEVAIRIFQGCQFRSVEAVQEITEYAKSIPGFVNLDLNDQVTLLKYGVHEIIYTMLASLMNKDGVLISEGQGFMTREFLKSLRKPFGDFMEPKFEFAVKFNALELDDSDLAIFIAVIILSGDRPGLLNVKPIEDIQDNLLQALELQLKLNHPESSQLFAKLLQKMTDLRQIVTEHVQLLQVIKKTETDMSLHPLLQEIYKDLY
HMGR II inh = blocks class II HMG-CoA reductase of Enterococcus faecalis; purified E. faecalis HMGR, NADPH absorbance 340 nm kinetic; inhibition, % at 10 µM; actives 0.41% (n = 190,000); AID 1066;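 active means inhibition above a set limit, the median over all tested compounds plus 3 SD, cut at about 9.5% in these data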;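 further: enzyme runs in reverse so mevalonate oxidation gives rising NADPH absorbance; 0% = complete reaction with DMSO and 100% = background rate lacking mevalonate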
TNAP inh hi DEA = inhibitors of human TNAP at high phosphate acceptor concentration | P05186 | purified TNAP, CDP-star luminescence, 1 M DEA | inhibition, % at 20 µM | actives 0.03% (n = 200,000);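 active means over 50% inhibition of tissue-nonspecific alkaline phosphatase at 20 µM in the single-dose screen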;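 further: plate controls were DMSO wells for no effect and EDTA-quenched wells as full inhibition for full effect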
Target sequence (P05186 whole entry, looked up): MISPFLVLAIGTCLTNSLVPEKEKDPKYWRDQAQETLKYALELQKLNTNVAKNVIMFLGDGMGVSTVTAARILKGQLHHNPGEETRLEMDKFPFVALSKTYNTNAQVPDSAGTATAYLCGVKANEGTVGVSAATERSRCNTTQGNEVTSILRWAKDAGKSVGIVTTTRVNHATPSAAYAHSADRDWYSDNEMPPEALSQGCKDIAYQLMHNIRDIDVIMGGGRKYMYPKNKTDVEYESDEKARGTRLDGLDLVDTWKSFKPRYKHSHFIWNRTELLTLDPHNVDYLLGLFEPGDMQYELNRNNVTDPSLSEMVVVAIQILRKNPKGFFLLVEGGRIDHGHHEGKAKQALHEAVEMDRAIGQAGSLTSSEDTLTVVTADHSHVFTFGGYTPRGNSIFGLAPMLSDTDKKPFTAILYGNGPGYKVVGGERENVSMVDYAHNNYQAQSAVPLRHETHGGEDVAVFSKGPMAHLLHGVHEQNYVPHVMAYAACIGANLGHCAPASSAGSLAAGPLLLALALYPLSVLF
SRC2 TRFRET art = counter-screen for PPARgamma SRC-2 recruitment agonists: TR-FRET artefact; active compounds read high; TR-FRET ratio at 8 µM; actives 0.4% (n = 200,000); AID 1049; in the data active means TR-FRET ratio above about 2000; further: inactives centre near 1500
bIAP act = intestinal alkaline phosphatase (bovine) activation | purified bovine IAP, CDP-star luminescence, 30 min; active compounds read high; fold of DMSO-control signal, blank-subtracted | activation factor at 20 µM | actives 0.17% (n = 200,000) | AID 1016;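 active means activation factor of 2 or more at 20 µM, a signal rise over negative controls twice the positive control's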
PPARg SRC-2 ag = PPARgamma-driven SRC-2 recruitment agonism. PPARgamma LBD-SRC-2 recruitment, biochemical. P37231. AID 1032. actives 0.34% (n = 200,000). activation, % at 8 µM; in the data active means activation above about 22%;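 further: 0% = vehicle and 100% = reference agonist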
TNAP inh no acc = TNAP (human) inhibition, acceptor-free conditions | purified TNAP, CDP-star luminescence, 30 min | P05186 | actives 0.26% (n = 200,000) | inhibition, % at 20 µM;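 active means tissue-nonspecific alkaline phosphatase inhibition above about 50% at 20 µM in the single-dose screen, limit read from the data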;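 further: 0% = DMSO negative control and 100% = EDTA positive control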
TNAP act hi DEA = activators of human TNAP at high phosphate acceptor concentration; P05186; activation factor at 20 µM; purified TNAP, CDP-star luminescence, 1 M DEA, 30 min; active compounds read high; 0 = EDTA background, 1 = DMSO-only activity; 200,000 tested, under 10 active;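 active means activation factor at least 2 at 20 µM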
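Control set: EDTA negative control, DMSO positive control / Assay system: human TNAP / Quantity: TNAP 1/800 final / Evaluation: TNAP activation factor scaled between EDTA and DMSO control wells / Measured by: luminescent substrate turnover signal / Compound dosing: one dose, 20 µM / Times: 30 min enzyme reaction at room temperature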
PPARg SRC1 recr = promotes SRC-1 coactivator recruitment by human PPARgamma. actives 0.41% (n = 200,000). AID 631. PPARgamma-SRC-1 coactivator recruitment biochemical assay. P37231. activation, % at 8 µM; in the data active means activation above about 19%;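 further: 0% = DMSO and 100% = reference agonist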
bIAP inh = intestinal alkaline phosphatase (bovine) inhibition | purified bovine IAP, CDP-star luminescence, 30 min | inhibition, % at 20 µM | 190,000 tested, under 10 active;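 active means over 50% inhibition of intestinal alkaline phosphatase at 20 µM in the single-dose screen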
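Incubation: 30 min reaction at room temperature / Material: purified bovine intestinal alkaline phosphatase (IAP) enzyme / Input: enzyme at 1/65,000,000 dilution / Dosing: 20 µM single dose / Signal: CDP-star luminescence signal / Reagent: CDP-star chemiluminescent phosphatase substrate, 30 µM final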
Active calls of the source: *; / = no result given.

cpd	smiles	PPARg SRC3 recr	HMGR II inh	TNAP inh hi DEA	SRC2 TRFRET art	bIAP act	PPARg SRC-2 ag	TNAP inh no acc	TNAP act hi DEA	PPARg SRC1 recr	bIAP inh
1	Cc1nn(C(=O)C(C)N2C(=O)c3ccccc3C2=O)c(C)c1Br (centres undefined)	-3	-1	-2	1677	0.9	5	9	1	8	9
2	NNC(=O)CSc1c(-c2cccs2)[nH]c2ccccc12	9	0	-6	1779	0.7	18	-21	1.1	3	33
3	Cc1cc(C)n(-c2nc3c(c(=O)n(C)c(=O)n3C)n2CC(O)COc2ccccc2C)n1 (centres undefined)	-2	/	/	1492	/	2	/	/	-1	/
4	COc1cccc(C2=NOC(C(=O)N3CCc4ccccc4C3)C2)c1 (centres undefined)	7	-8	-5	1484	0.9	6	-9	1.1	-1	13
5	CCOC(=O)C1CCCN(C(=O)C2CCCN(S(C)(=O)=O)C2)C1 (centres undefined)	-10	-7	-7	1384	1	-4	-12	1.1	5	5
6	Cn1cccc1/C=N/NC(=O)c1sc2ccccc2c1Cl	2	-8	-1	1498	0.8	4	-7	1	6	18
7	Cc1ccc(Oc2ncc(-c3ccc(Cl)cc3)cn2)cc1	-5	5	0	1732	0.9	1	-8	1	2	10
8	COc1cc(CNn2nnnc2N)cc(Br)c1OCC(=O)NC(C)(C)C	1	-6	-5	1483	1	2	-15	1.1	5	4
9	CCOc1cc(NC(=O)c2ccccn2)c(OCC)cc1NC(=O)CC(C)C	13	1	-3	1479	0.9	1	-7	1	5	6
10	CCOC(=O)c1cc2cc(-c3c(C(=O)OCC)oc4cc(O)cc(O)c4c3=O)ccc2o1	0	2	-4	1577	1	1	-7	1	-2	-1
11	COc1ccccc1NCCC(=O)OCC(=O)NC1CCCCC1	10	-5	-1	1660	1	3	-4	1	-1	-2
12	COc1ccc2c(CSc3nnc(-c4cccnc4)n3-c3ccccc3F)cc(=O)oc2c1	1	-4	-2	1809	0.9	9	-55	1	10	12
13	COc1cc(NC(=O)Cn2nc(-c3ccc(F)cc3)ccc2=O)ccc1-n1cnnn1	1	0	-4	1523	1.1	10	5	1	5	-9
14	CC(=O)c1cn(Cc2ccccc2)c(=O)[nH]c1=O	0	0	-1	1514	1.1	-3	-13	1	2	-10
15	COc1ccc(NC(=O)c2c(OC)cccc2OC)c(OC)c1	-13	-8	4	1393	0.9	-1	-3	1	-5	5
16	Cc1nc2ncnn2c(C)c1CCC(=O)NCc1ccccc1	12	1	-4	1715	0.9	-3	-12	1	-5	6
17	O=C(Nc1nc2ccc(F)cc2s1)C1CCCO1 (centres undefined)	-5	-4	-2	1472	0.9	-7	-8	1	-4	10
18	COCCn1c(=NC(=O)CSC(C)=O)sc2cc(F)ccc21	2	-1	13	1471	0.8	2	-8	0.9	-6	16
19	Fc1ccc(N2CCN(C3=Nc4cccc5cccc3c45)CC2)cc1	2	-1	2	1603	0.9	4	-3	1	5	8
20	COc1ccc(S(=O)(=O)n2nc(OC(=O)c3cccs3)cc2NC(=O)c2cccs2)cc1	9	1	-4	1464	1.1	2	2	1	-3	-13
21	O=C(c1cccs1)n1nc(-c2ccccc2)nc1NCc1ccco1	8	1	-2	1419	0.9	8	6	1	2	8
22	CCCCn1cnc2c([nH]c3ccccc32)c1=O	3	-2	-4	1494	1	5	-10	1	-4	-1
23	Cc1noc(NS(=O)(=O)c2ccc(N3CC(O)=C(c4ccccc4)C3=N)cc2)c1C	16	0	-6	1626	1	3	-15	1.1	10	1
24	COc1ccc(/C=C/C(=O)N2CCC(c3ccccc3)C2)cc1 (centres undefined)	-3	-4	6	1474	1.1	-13	5	0.9	-3	-14
25	COC(=O)c1cnc2ccccc2n1	-1	-3	3	1390	0.9	-6	-2	1	-1	8
26	O=C(Cc1ccc(Br)cc1)Nc1ccccc1Cl	7	-1	-4	1518	1	-2	-8	1	1	0
27	Cc1ccc(S(=O)(=O)C(C#N)c2nc3ccccc3nc2N2CC(C)OC(C)C2)cc1C (centres undefined)	-5	-5	-5	1411	0.9	-7	-10	1	3	10
28	CC1(C)C(=O)C2(CCCC2)C(=O)OC1c1ccco1 (centres undefined)	-5	-2	-3	1491	1.1	3	-7	1	-2	-6
29	CC(/C=N/N1CCN(c2ccccc2)CC1)=C\c1ccco1	0	-4	-6	1548	1	-1	-11	1.1	0	-3
30	CCC(C)(C)NC(=O)C(c1ccc(F)cc1)N(Cc1ccco1)C(=O)c1snc(C(N)=O)c1N (centres undefined)	-2	-3	0	1650	0.9	1	-6	1	-13	7
31	COc1cccc(C2C(C(=O)OCc3ccccc3)=C(C)Nc3ncnn32)c1OC (centres undefined)	14	-9	-5	1639	1	1	-9	1	4	5
32	Cc1cccc(NC(=O)c2nc(-c3ccccc3)n(-c3ccccc3)n2)c1C	-4	0	-2	1438	0.9	-6	-7	1	-2	10
33	CS(=O)(=O)N1CCN(C(=O)c2ccc(Br)s2)CC1	-1	-1	0	1521	0.9	7	2	1	3	13
34	CSCCC(NC(=O)c1ccco1)C(=O)OCC(=O)Nc1sccc1C#N (centres undefined)	7	-1	-4	1734	1	-1	-10	1	3	0
35	CCCc1nnc(NC(=O)CN2C(=O)c3ccccc3C2=O)s1	0	2	4	1541	1	8	-7	1	2	3
36	CCn1ncc(Br)c1C(=O)Nc1ccc(C(=O)OC(C)C)cc1	-2	-3	-6	1445	1	-2	-4	1.1	-2	0
37	CCc1nc2ccccc2[nH]1	-4	-2	2	1450	0.9	-6	-14	1	2	6
38	Cc1nn(-c2ccccc2)c2c1C(c1ccccc1)C(C#N)=C(N)O2 (centres undefined)	1	-5	-3	1543	1	-6	1	1	-2	-1
39	OC1(c2cccs2)CN(c2ccc(Cl)cc2)C2=[N+]1CCCS2 (centres undefined)	-2	-5	1	1478	1.1	-6	-10	1	-2	-8
40	Cc1onc(-c2c(F)cccc2Cl)c1C(=O)NC(=S)NC1CCSC1=O (centres undefined)	0	1	4	1554	1	8	-21	1	2	2
41	CCOC(=O)CNC(=S)N(Cc1ccccc1)Cc1cccs1	-1	-3	-3	1430	1	-4	-13	1	2	4
42	O=C(Nc1ccccc1)OCc1cn(-c2ccc(Cl)cc2)nn1	-3	-2	0	1313	0.9	-4	-6	1	-1	8
43	CC(CCc1ccccc1)NC(=O)COC(=O)c1ccccc1O (centres undefined)	0	-6	1	1412	0.9	-15	4	1	0	5
44	Cc1cccc(NC(=S)N2CCn3cccc3C2c2cccnc2)c1 (centres undefined)	2	-3	3	1486	0.7	7	-9	1	6	30
45	O=C(CN1CCN(c2ccc(O)cc2)CC1)Nc1cc(S(=O)(=O)N2CCCCC2)ccc1Cl	-1	0	-8	1578	0.9	-4	-10	1.1	9	8
46	CCOC(=O)c1nnc(-c2ccccc2)nc1Oc1ccccc1Cl	2	5	1	1589	0.9	-2	-6	1	-4	13
47	CC(=O)N(Cc1ccc(Br)cc1)c1cccc(C)c1C	-2	-1	-1	1581	1	2	-12	1	-6	2
48	CCn1c(NC(=O)c2nn(C)cc2Br)nc2ccccc21	-3	1	-4	1519	1	3	-3	1	2	4
49	COc1ccccc1NC(=O)C1=C(C)Nc2ncnn2C1c1ccc(C)o1 (centres undefined)	-7	-2	-4	1793	0.9	4	-2	1	6	8
50	CCN(CC)c1ccc(/C=N/Nc2nc(C)cc(C)n2)c(O)c1	11	-5	2	1784	1	3	-93	1	11	0
51	CCC(C(=O)O)N1C(=O)/C(=C/c2cccn2C)SC1=S (centres undefined)	2	-3	33	1266	0.9	2	25	0.7	2	5
52	Cc1ccc(C(c2c(C)n(C)n(-c3ccccc3)c2=O)c2c(C)n(C)n(-c3ccccc3)c2=O)s1	0	-5	-5	1346	1.1	-6	-16	1.1	-3	-8
53	COc1ccccc1NS(=O)(=O)c1cccc(C(=O)NN)c1	0	-3	-3	1465	0.9	-18	2	1	0	7
54	CCc1ccccc1NC(=O)c1cnc2n(c1=O)CCS2	12	-2	-3	1443	0.9	8	-10	1	-3	12
55	COc1ccccc1NC(=O)CCn1c(=O)sc2ccccc21	-6	-4	-2	1389	0.9	-2	-10	1	-4	14
56	Cc1cc(C)cc(N2C(=O)CC(Sc3nnnn3-c3ccccc3)C2=O)c1 (centres undefined)	-1	0	-6	1520	0.9	-3	-4	1.1	-1	6
57	CCOc1ccc2[nH]c(=O)c(C(c3nnnn3Cc3ccco3)N3CCCC(C)C3)cc2c1 (centres undefined)	8	-3	-3	1449	1	-1	-2	1	2	-1
58	CCn1c2ccccc2c2cc(NC(=O)c3ccco3)ccc21	6	-6	-4	1629	0.9	3	-8	1	3	14
59	CCOC(=O)c1cnc(-n2cc(C)cn2)nc1Nc1ccccc1OC	7	-1	-3	1608	1	0	3	1	-6	4
60	Cc1ccc(C(=O)c2cccc(N)c2)cc1C	5	-2	-2	1680	0.8	9	-7	1	5	16

Complete entries from above. Order of values: PPARg SRC3 recr | HMGR II inh | TNAP inh hi DEA | SRC2 TRFRET art | bIAP act | PPARg SRC-2 ag | TNAP inh no acc | TNAP act hi DEA | PPARg SRC1 recr | bIAP inh
Cc1nc2ncnn2c(C)c1CCC(=O)NCc1ccccc1 as listed: 12 | 1 | -4 | 1715 | 0.9 | -3 | -12 | 1 | -5 | 6
CCOC(=O)c1nnc(-c2ccccc2)nc1Oc1ccccc1Cl as listed: 2 | 5 | 1 | 1589 | 0.9 | -2 | -6 | 1 | -4 | 13
Cc1nn(C(=O)C(C)N2C(=O)c3ccccc3C2=O)c(C)c1Br (centres undefined) as listed: -3 | -1 | -2 | 1677 | 0.9 | 5 | 9 | 1 | 8 | 9
CCC(C(=O)O)N1C(=O)/C(=C/c2cccn2C)SC1=S (centres undefined) as listed: 2 | -3 | 33 | 1266 | 0.9 | 2 | 25 | 0.7 | 2 | 5

The list goes on.
cpd	smiles	PPARg SRC3 recr	HMGR II inh	TNAP inh hi DEA	SRC2 TRFRET art	bIAP act	PPARg SRC-2 ag	TNAP inh no acc	TNAP act hi DEA	PPARg SRC1 recr	bIAP inh
61	CCN(CC)S(=O)(=O)c1ccc(/C=C/C(=O)Nc2ccc(F)cc2F)cc1	4	0	-4	1522	0.9	10	-11	1	-1	7
62	Cc1[nH]c2ccccc2c1C(=O)CN1CCN(C/C=C/c2ccccc2)CC1	8	1	1	1339	1	1	0	1	-10	1
63	Cc1ccc2nc(NCc3ccco3)c(C=NCc3ccco3)c(=O)n2c1	8	3	-3	1581	1	13	-7	1	2	1
64	CCC(=O)N1CCc2cc(OC)c(OC)cc2C1COc1ccc(OC)cc1 (centres undefined)	0	7	0	1477	1.1	-2	-11	1	1	-9
65	CN(CCC1CCOCC1)Cc1cn[nH]c1-c1ccc(-c2ccccc2)cc1	0	1	2	1568	1.3	3	-11	1	0	-31
66	COc1ccc(OCC(=O)N2N=C(C)CC2(O)C(F)(F)F)cc1 (centres undefined)	0	1	-5	1382	1	-10	-34	1	8	-5
67	Cc1cccc(C)c1NC(=O)CN(C)CC(=O)Nc1ccccc1Oc1ccccc1	2	0	-2	1535	1.2	1	-14	1	4	-24
68	Cc1ccc(CNC(=O)C2CCCN(S(=O)(=O)c3c(C)n[nH]c3C)C2)cc1 (centres undefined)	-2	-2	-9	1590	1.2	9	38	1.1	-2	-25
69	CCOC(=O)N1CCN(S(=O)(=O)c2cc(Cl)ccc2Cl)CC1	-2	-2	-4	1495	0.9	-6	-8	1	3	6
